DAX1 inh-1 = DAX1 (NR0B1) inhibition, primary screen. HEK293T StAR-luciferase reporter, SF-1/DAX-1 repression relief. inhibition, % at 6.8 µM. 370,000 tested, 1.1% active. AID 652010;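 active = inhibition above the mean over all tested compounds plus 3 SD, cut at about 3.6% in these data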;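 note: 0% = DAX-1 cells with DMSO and 100% = cells lacking DAX-1 with DMSO; higher inhibition means more luminescence from relief of DAX-1 repression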
GC-B act = GC-B (human) receptor activation; P20594; HEK293-GC-B cells, CNP EC30, cGMP TR-FRET; 0% at EC30 CNP, 100% saturating CNP; activation, % at 10 µM; 370,000 tested, 0.11% active;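 active = activation at 10 µM reaching about 35% in either raw or pattern-adjusted values, limit read from the data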
Target sequence (P20594 whole entry, looked up): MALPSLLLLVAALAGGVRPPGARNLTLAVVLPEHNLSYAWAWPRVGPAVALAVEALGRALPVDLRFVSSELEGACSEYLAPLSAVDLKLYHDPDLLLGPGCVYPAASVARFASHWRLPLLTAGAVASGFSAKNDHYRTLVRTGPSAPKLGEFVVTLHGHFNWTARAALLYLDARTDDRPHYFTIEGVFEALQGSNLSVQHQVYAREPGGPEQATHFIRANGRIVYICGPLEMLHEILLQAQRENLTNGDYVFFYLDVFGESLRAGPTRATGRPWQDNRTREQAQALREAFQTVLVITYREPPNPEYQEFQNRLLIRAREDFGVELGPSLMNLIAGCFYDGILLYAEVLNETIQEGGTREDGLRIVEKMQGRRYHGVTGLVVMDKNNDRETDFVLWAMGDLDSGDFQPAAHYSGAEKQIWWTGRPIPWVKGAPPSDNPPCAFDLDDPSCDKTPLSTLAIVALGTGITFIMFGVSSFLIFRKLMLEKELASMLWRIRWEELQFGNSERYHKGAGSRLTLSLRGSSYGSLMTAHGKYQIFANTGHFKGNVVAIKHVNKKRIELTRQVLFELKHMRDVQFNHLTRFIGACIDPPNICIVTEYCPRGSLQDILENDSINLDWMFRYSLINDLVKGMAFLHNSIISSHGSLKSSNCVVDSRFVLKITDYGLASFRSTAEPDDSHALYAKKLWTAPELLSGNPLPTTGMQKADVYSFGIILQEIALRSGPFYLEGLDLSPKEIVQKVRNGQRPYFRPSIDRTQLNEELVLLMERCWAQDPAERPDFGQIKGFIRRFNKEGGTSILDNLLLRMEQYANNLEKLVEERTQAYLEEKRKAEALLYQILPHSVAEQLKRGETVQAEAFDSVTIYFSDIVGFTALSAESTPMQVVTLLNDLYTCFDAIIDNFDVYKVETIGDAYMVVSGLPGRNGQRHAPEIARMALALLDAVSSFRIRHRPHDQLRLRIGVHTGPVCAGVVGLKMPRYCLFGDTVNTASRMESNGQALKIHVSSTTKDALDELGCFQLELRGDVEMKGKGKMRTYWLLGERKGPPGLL
ssDAF-12 act = activators of S. stercoralis DAF-12 nuclear receptor | HEK293 ssDAF-12/GRIP1 lit1-tk-luc reporter, luminescence; % of 3 µM dafachronic acid response | activation, % at 6.8 µM | 370,000 tested, 1% active | AID 652126;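 active = activation above the mean over all tested compounds plus 3 SD, cut at about 0.9% in these data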;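 note: 0% = DMSO-only wells and 100% = 3 µM delta7-dafachronic acid wells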
SMARCA2 act = activators of SMARCA2 function; 370,000 tested, 1% active; AID 652017; MG213 cells, MMTV-luciferase reporter, dexamethasone, overnight; activation, % at 9.1 µM; in the data active = activation above about 7.8%;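 note: 0% = vehicle wells and 100% = reference activator wells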
hcDAF-12 act = H. contortus DAF-12 activation, primary screen | HEK293 hcDAF-12 lit1-tk-luc reporter, luminescence; 0% DMSO, 100% Δ7-dafachronic acid | activation, % at 6.8 µM | 370,000 tested, 1.4% active | AID 652067;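 active = activation above the mean of all tested compounds plus 3 SD, cut at about 5.5% in these data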;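 note: 100% = response to 3 µM Δ7-dafachronic acid high control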
sPLA2-III inh = Blocks human group III sPLA2 activity; Q9NZ20; QFRET BODIPY PC-A2 liposome hydrolysis, fluorescence; inhibition, % at 12.2 µM; 370,000 tested, 0.56% active; AID 743126;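 active = inhibition above mean plus 3 SD of compounds lying within the high and low control bounds, cut at about 19% in these data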;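 note: 0% = median of test compound wells and 100% = no enzyme DMSO wells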
KLK7 zymogen act = proKLK7 (human) activation, primary screen. P49862. purified proKLK7, EDANS-DABCYL substrate fluorescence; 100% is mature enzyme control, 0% vehicle. activation, % at 7 µM. 370,000 tested, 0.9% active. AID 652039;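 active = activation above the mean of all tested compounds plus 3 SD, computed per campaign excluding outliers beyond control limits, cut at about 13% in these data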
DAX1 inh-2 = inhibitors of human orphan nuclear receptor DAX1 (NR0B1). HEK293 Gal4-DAX1 luciferase reporter, luminescence. inhibition, % at 6.75 µM. 340,000 tested, 0.99% active. AID 504766;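 active = inhibition above the mean over all tested compounds plus 3 SD, cut at about 4.2% in these data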;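 note: 0% = DAX1-transfected cells with DMSO and 100% = empty-vector control cells with DMSO; inhibition shows as a rise in luminescence from relieved DAX1 repression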
NPR1 activator = GC-A (human) enzyme activation; P16066; HEK293 GC-A cells, cGMP TR-FRET, EC30 ANP; 0% at EC30 ANP, 100% saturating ANP; activation, % at 10 µM; 370,000 tested, 0.14% active; AID 1671463; in the data active = activation above about 40%
FXN GAA850 act = frataxin GAA850 promoter activation. HEK293 lucGAA850 FXN promoter luciferase reporter, 24 h; percent of 10 µM SAHA response. activation, % at 6 µM. 360,000 tested, 0.56% active;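 active = activation above the average of all compounds screened plus 3 SD, cutoff fixed separately per campaign, cut at about 7.5% in these data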;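 note: 0% = DMSO wells and 100% = 10 µM SAHA wells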
hgDAF12 agonist = activates the H. glycines DAF-12 receptor ligand-binding domain; activation, % at 6.8 µM; AID 687014; 370,000 tested, 1.8% active; HEK293 GAL4-hgDAF12 UAS-luciferase reporter, agonist luminescence; normalized to butyrate control;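 active = activation above a cutoff set at the mean of all screened compounds plus 3 SD, cut at about 10% in these data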;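 note: 0% = DMSO wells and 100% = sodium butyrate wells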
The depositor's hits bear a star.

For Cn1c(=O)c2cc(NC(=S)NC3CC3)ccc2n1Cc1ccc(F)cc1 the results were DAX1 inh-1 -1.0, GC-B act 0, ssDAF-12 act -1.4, SMARCA2 act 0, hcDAF-12 act -1.5, sPLA2-III inh 8, KLK7 zymogen act 14*, NPR1 activator 1, FXN GAA850 act -0.8 and hgDAF12 agonist 0.3.
`COC(=O)c1cc(=O)nc(NN=Cc2ccco2)s1` gave DAX1 inh-1 -0.3, GC-B act -3, ssDAF-12 act -1.1, SMARCA2 act -2, hcDAF-12 act -1.7, sPLA2-III inh -7, KLK7 zymogen act -4.3, NPR1 activator 1 and hgDAF12 agonist -0.8.
O=C1NC[C@@H](CCCCN2CCN(CCc3ccccc3)C(=O)C2=O)N(CC2CCCCC2)C1=O was read as DAX1 inh-1 0.2, GC-B act -1, ssDAF-12 act 0.1, SMARCA2 act -4, hcDAF-12 act 2.3, sPLA2-III inh -3, KLK7 zymogen act 0.1, NPR1 activator 2 and hgDAF12 agonist 1.8.
Screening O=C(NC1CCCC1)C(c1ccncc1)N(C(=O)Cc1cccs1)c1ccccc1 (stereo not given) returned DAX1 inh-1 0.1, GC-B act -16, ssDAF-12 act -1.1, SMARCA2 act -1, hcDAF-12 act -1.1, sPLA2-III inh 6, KLK7 zymogen act -0.1, DAX1 inh-2 -0.9, NPR1 activator -28, FXN GAA850 act 1.8 and hgDAF12 agonist -2.7.
`CCn1cc(C(=O)OCC(=O)c2cc(C)n(-c3ccc(OC(F)F)cc3)c2C)c(=O)c2ccc(C)nc21` gave DAX1 inh-1 -0.5, GC-B act 4, ssDAF-12 act -0.7, SMARCA2 act -4, hcDAF-12 act -1.6, sPLA2-III inh -9, KLK7 zymogen act -0.1, DAX1 inh-2 0.2, NPR1 activator 3, FXN GAA850 act 0.1 and hgDAF12 agonist -2.8.
`COc1ccc(CC(=O)OCC(=O)N2CCN(S(=O)(=O)c3ccc(C)cc3C)CC2)cc1OC` gave DAX1 inh-1 -1.7, GC-B act -7, ssDAF-12 act -1.1, SMARCA2 act -2, hcDAF-12 act -1.7, sPLA2-III inh -2, KLK7 zymogen act 0.3, DAX1 inh-2 -0.4, NPR1 activator 2, FXN GAA850 act 1.1 and hgDAF12 agonist 1.2.
O=C(COC(=O)C1COc2ccccc2O1)NC(=O)Nc1ccc2c(c1)OCCO2 (stereo not given) was read as DAX1 inh-1 -0.5, GC-B act -2, ssDAF-12 act -0.1, SMARCA2 act 0, hcDAF-12 act 5.8*, sPLA2-III inh -1, KLK7 zymogen act 0.2, DAX1 inh-2 1.0, NPR1 activator 1, FXN GAA850 act -3.2 and hgDAF12 agonist 4.3.
`O=C(Nc1ccn(Cc2c(F)c(F)cc(F)c2F)n1)c1cccc(Cn2cc([N+](=O)[O-])cn2)c1` gave DAX1 inh-1 -1.4, GC-B act 5, ssDAF-12 act -1.6, SMARCA2 act -3, hcDAF-12 act -1.1, sPLA2-III inh -6, KLK7 zymogen act 0.4, DAX1 inh-2 -0.9, NPR1 activator 2, FXN GAA850 act -1.3 and hgDAF12 agonist -5.2.
For CCC(ONc1ccccc1C(F)(F)F)(C(=O)NN(C)C)c1ccccc1 (stereo not given) the results were DAX1 inh-1 -0.4, GC-B act -7, ssDAF-12 act -0.8, SMARCA2 act -1, hcDAF-12 act 0.6, sPLA2-III inh 5, KLK7 zymogen act 0.7, DAX1 inh-2 0.5, NPR1 activator -1, FXN GAA850 act -0.8 and hgDAF12 agonist -1.0.
Screening Cc1cnc([N+](=O)[O-])n1CCOC(=O)NC(=O)c1ccc(C(F)(F)F)cc1 returned DAX1 inh-1 -0.6, GC-B act 5, ssDAF-12 act -0.8, SMARCA2 act 6, hcDAF-12 act 0.1, sPLA2-III inh -2, KLK7 zymogen act 0.2, DAX1 inh-2 -0.4, NPR1 activator 2, FXN GAA850 act -0.6 and hgDAF12 agonist -1.7.
For O=C(NS(=O)(=O)Oc1ccc(F)cc1F)OC[C@@H]1CCCN2CCCCC12 (stereo not given in full) the results were DAX1 inh-1 -0.5, GC-B act -2, ssDAF-12 act -0.7, SMARCA2 act 0, hcDAF-12 act 0.7, sPLA2-III inh 13, KLK7 zymogen act -0.2, DAX1 inh-2 1.3, NPR1 activator -2, FXN GAA850 act 1.9 and hgDAF12 agonist 2.3.
`O=C1CCC(/C=C/c2ccccc2)=NN1Cc1ccc(Cl)c(Cl)c1` gave DAX1 inh-1 0.3, GC-B act 0, ssDAF-12 act -1.4, SMARCA2 act 0, hcDAF-12 act -0.8, sPLA2-III inh 1, KLK7 zymogen act 0.2, DAX1 inh-2 0.7, NPR1 activator 1, FXN GAA850 act 2.3 and hgDAF12 agonist 0.8.
Screening COc1cc(OC)c(C2=NOC(C(=O)NCCc3ccccc3)C2)cc1Cl (stereo not given) returned DAX1 inh-1 -1.0, GC-B act -3, ssDAF-12 act -1.6, SMARCA2 act 4, hcDAF-12 act -1.8, sPLA2-III inh -5, KLK7 zymogen act 0.7, DAX1 inh-2 -0.2, NPR1 activator 0, FXN GAA850 act 1.0 and hgDAF12 agonist 0.8.
COc1cccc(NC(=S)N2CCCC2)c1 was read as DAX1 inh-1 -0.6, GC-B act -1, ssDAF-12 act -1.6, SMARCA2 act 1, hcDAF-12 act 1.2, sPLA2-III inh -5, KLK7 zymogen act 0.0, DAX1 inh-2 -0.9, NPR1 activator 4, FXN GAA850 act 1.5 and hgDAF12 agonist 2.1.
For CCn1nc(NC(=O)c2ccco2)c2cc3cc(C)ccc3nc21 the results were DAX1 inh-1 -0.8, GC-B act -9, ssDAF-12 act -1.1, SMARCA2 act 3, hcDAF-12 act -0.7, sPLA2-III inh -4, KLK7 zymogen act -0.3, DAX1 inh-2 1.6, NPR1 activator 0, FXN GAA850 act 2.0 and hgDAF12 agonist -0.3.
Screening COc1ccc(S(=O)(=O)NCc2ccccn2)cc1OC returned DAX1 inh-1 -0.2, GC-B act 0, ssDAF-12 act -1.0, SMARCA2 act -3, hcDAF-12 act 0.2, sPLA2-III inh 0, KLK7 zymogen act 0.3, DAX1 inh-2 0.3, NPR1 activator 5, FXN GAA850 act 0.0 and hgDAF12 agonist -1.4.
For Cc1ccc2nc(C)c(C(=O)N/N=C/c3ccc(C(=O)O)cc3)cc2c1 the results were DAX1 inh-1 0.1, GC-B act -2, ssDAF-12 act -0.7, SMARCA2 act 1, hcDAF-12 act 0.8, sPLA2-III inh 1, KLK7 zymogen act 0.1, DAX1 inh-2 0.8, NPR1 activator -3, FXN GAA850 act 1.9 and hgDAF12 agonist 1.1.
Screening COc1ccc(/C=C2\SC(=O)N(CCC(=O)NCCCn3ccnc3)C2=O)cc1 returned DAX1 inh-1 1.8, GC-B act 1, ssDAF-12 act -0.6, SMARCA2 act 3, hcDAF-12 act 1.4, sPLA2-III inh -2, KLK7 zymogen act 0.2, DAX1 inh-2 0.8, NPR1 activator 3, FXN GAA850 act 1.8 and hgDAF12 agonist 7.0.
CCC(C)NC(=O)CCc1c(C)nc2nc(-c3cc(OC)cc(OC)c3)nn2c1C (stereo not given) was read as DAX1 inh-1 -1.1, GC-B act -3, ssDAF-12 act -1.8, SMARCA2 act -1, hcDAF-12 act -1.9, sPLA2-III inh 3, KLK7 zymogen act 0.3, DAX1 inh-2 -0.5, NPR1 activator 9, FXN GAA850 act 2.3 and hgDAF12 agonist -0.8.
COc1cccc(OC)c1OCCN(C)C was read as DAX1 inh-1 -0.1, GC-B act -1, ssDAF-12 act -1.0, SMARCA2 act -2, hcDAF-12 act 1.1, sPLA2-III inh 1, KLK7 zymogen act 0.1, DAX1 inh-2 -1.4, NPR1 activator 3, FXN GAA850 act 0.1 and hgDAF12 agonist -0.1.
COc1ccc(OC)c(C(=O)CN2C(=O)NC(C)(c3ccccc3)C2=O)c1 (stereo not given) was read as DAX1 inh-1 0.0, GC-B act 0, ssDAF-12 act -0.9, SMARCA2 act 5, hcDAF-12 act -1.9, sPLA2-III inh -3, KLK7 zymogen act 0.7, DAX1 inh-2 -0.1, NPR1 activator -2, FXN GAA850 act 0.6 and hgDAF12 agonist -3.0.
For O=C(CCCOc1ccc(Cl)cc1Cl)NNC(=O)c1ccc(NC(=O)c2ccccc2)cc1 the results were DAX1 inh-1 -0.4, GC-B act 1, ssDAF-12 act -0.9, SMARCA2 act -1, hcDAF-12 act 0.2, sPLA2-III inh -1, KLK7 zymogen act -0.7, DAX1 inh-2 -1.8, NPR1 activator -2, FXN GAA850 act 3.3 and hgDAF12 agonist -2.7.
`CN(C(=O)COc1ncnc2c1cnn2-c1ccccc1)C1CCCCC1` gave DAX1 inh-1 -0.5, GC-B act -3, ssDAF-12 act -1.5, SMARCA2 act -4, hcDAF-12 act -0.5, sPLA2-III inh 1, KLK7 zymogen act -0.4, DAX1 inh-2 0.7, NPR1 activator 0, FXN GAA850 act -0.7 and hgDAF12 agonist -4.4.
Screening O=[N+]([O-])c1cc(C(F)(F)F)cc([N+](=O)[O-])c1NN=C1CCCCC1 returned DAX1 inh-1 -0.3, GC-B act 4, ssDAF-12 act -1.7, SMARCA2 act 0, hcDAF-12 act 0.3, sPLA2-III inh -8, KLK7 zymogen act -0.4, DAX1 inh-2 0.9, NPR1 activator 0, FXN GAA850 act 3.0 and hgDAF12 agonist 2.0.
O=C(O)c1cccc(NS(=O)(=O)c2ccc(NC(=O)c3ccco3)cc2)c1 was read as DAX1 inh-1 0.1, GC-B act 1, ssDAF-12 act -1.2, SMARCA2 act 0, hcDAF-12 act -1.3, sPLA2-III inh -5, KLK7 zymogen act -0.7, NPR1 activator -1, FXN GAA850 act -0.6 and hgDAF12 agonist -1.3.
C=CCNC(=O)CN1CCC(c2nc3ccccc3[nH]2)CC1 was read as DAX1 inh-1 -0.6, GC-B act 4, ssDAF-12 act -0.8, SMARCA2 act 2, hcDAF-12 act 1.4, sPLA2-III inh 3, KLK7 zymogen act -0.4, DAX1 inh-2 0.5, NPR1 activator -2, FXN GAA850 act 0.2 and hgDAF12 agonist -0.7.
COc1ccc(S(=O)(=O)N2CCOCC2)cc1NC(=O)CCNC(=O)c1ccc(Br)cc1 was read as DAX1 inh-1 -12, GC-B act -4, ssDAF-12 act -1.0, SMARCA2 act -1, hcDAF-12 act -2.7, sPLA2-III inh 4, KLK7 zymogen act 0.9, DAX1 inh-2 -3.1, NPR1 activator 0, FXN GAA850 act 0.1 and hgDAF12 agonist -6.5.
For COc1ccc(S(=O)(=O)NCc2cccnc2)cc1Br the results were DAX1 inh-1 -1.3, GC-B act 4, ssDAF-12 act -1.9, SMARCA2 act -4, hcDAF-12 act -3.9, sPLA2-III inh 1, KLK7 zymogen act 0.2, DAX1 inh-2 -4.1, NPR1 activator 2, FXN GAA850 act -2.0 and hgDAF12 agonist -8.1.

From PubChem
